SIAE primary: blocks human sialic acid acetylesterase; AID 1053197; SIAE FP-Rh probe binding, fluorescence polarization; 370,000 tested, 0.69% active; inhibition, % at 9.66 µM;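 active = inhibition above a cutoff: mean of compounds within the control limits plus 3 SD of those, cut at about 17% in these data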;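 also: 0% = plate median of compound wells and 100% = probe without SIAE protein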
KLK7 zymogen act: activates the human kallikrein-7 zymogen. P49862. purified proKLK7, EDANS-DABCYL substrate fluorescence; 100% is mature enzyme control, 0% vehicle. 370,000 tested, 0.9% active. activation, % at 7 µM;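 active = activation above the mean of all tested compounds plus 3 SD, computed per campaign excluding outliers beyond control limits, cut at about 13% in these data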
Target sequence (P49862 whole entry, looked up): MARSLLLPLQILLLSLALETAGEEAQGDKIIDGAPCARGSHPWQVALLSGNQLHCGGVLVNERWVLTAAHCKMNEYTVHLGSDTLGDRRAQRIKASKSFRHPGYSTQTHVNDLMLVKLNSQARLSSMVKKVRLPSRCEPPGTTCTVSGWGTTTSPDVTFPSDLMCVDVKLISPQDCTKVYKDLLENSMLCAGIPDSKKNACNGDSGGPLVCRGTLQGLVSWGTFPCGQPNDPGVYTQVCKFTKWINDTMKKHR
PRMT1 FP inh: blocks human protein arginine methyltransferase 1 | Q99873 | recombinant PRMT1, activity-based probe fluorescence polarization | inhibition, % at 2.79 µM | 370,000 tested, 1.3% active | AID 652257;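 active = inhibition above about 21% made by adding two undisclosed values, limit read from the data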
UHRF1 binding: UHRF1 methyl-DNA binding inhibition; UHRF1 binding to methylated oligo, TR-FRET; 370,000 tested, 0.75% active; inhibition, % at 4.4 µM; AID 687016; Q96T88; in the data active = inhibition above about 21%;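 also: UHRF1 SRA domain binding a hemimethylated CpG hairpin DNA probe; 0% = median of test compound wells and 100% = reference inhibitor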
Tn7 DDE FP: disrupts Tn7 cyclic peptide binding to fibrin D-Dimer-E complex | P02675 | FP displacement of FITC-Tn7 peptide from fibrin DD(E); 0% = median of compound wells per plate | inhibition, % at 8.3 µM | 370,000 tested, 0.13% active;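 active = inhibition above the mean of compounds falling within the control limits plus 3 SD of them, cut at about 14% in these data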;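 also: 0% = plate median of compound wells and 100% = 10 µM Aha-Tn7 peptide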
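Test system – human fibrin DD(E) · Times – 10 min preincubation, 3 h with tracer, room temperature · Detection – fluorescence polarization of the labelled Tn7 tracer · Measure – percent inhibition normalized to high-control wells · Benchmarks – high control wells with 10 µM unlabelled Aha-Tn7 peptide (full inhibition) · Repeats – singlicate testing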
LEDGF integ inh: blocks HIV-1 LEDGF/p75-dependent DNA integration | TR-FRET IN-LEDGF/p75 DNA integration, Eu/Cy5 | inhibition, % at 3.7 µM | 370,000 tested, 0.64% active;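 active = inhibition above the screen-wide mean plus 3 SD, cut at about 13% in these data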;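 also: signal is the Cy5 over europium emission ratio at 671 and 618 nm; 0% = plate median of compound wells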
TDP2 inh: blocks human TDP2 phosphodiesterase activity. O95551. recombinant TDP2, T5PNP hydrolysis, p-nitrophenol absorbance 415 nm. inhibition, % at 12.8 µM. 370,000 tested, 0.34% active. AID 720702;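 active = inhibition above the mean of all tested compounds plus 3 SD, set per campaign, cut at about 25% in these data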;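 also: 0% = DMSO with enzyme and 100% = buffer with substrate but no TDP2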
Target sequence (O95551 whole entry, looked up): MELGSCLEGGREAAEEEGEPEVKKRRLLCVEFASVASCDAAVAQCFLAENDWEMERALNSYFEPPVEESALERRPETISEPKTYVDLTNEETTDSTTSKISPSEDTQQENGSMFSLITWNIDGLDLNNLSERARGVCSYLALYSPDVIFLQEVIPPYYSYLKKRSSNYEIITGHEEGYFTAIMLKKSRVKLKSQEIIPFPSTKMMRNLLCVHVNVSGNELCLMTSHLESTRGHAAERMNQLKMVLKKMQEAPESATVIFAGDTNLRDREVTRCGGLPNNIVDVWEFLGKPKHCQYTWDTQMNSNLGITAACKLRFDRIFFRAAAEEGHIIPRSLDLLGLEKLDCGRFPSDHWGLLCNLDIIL
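System – recombinant human TDP2 · Amount – 120 nM TDP2 per well · Buffer or medium – Mg2+-containing Tris-HCl buffer, pH 7.5 · Reagent – T5PNP substrate, 5 mM · Dosing – 12.8 µM single point, 1% DMSO · Incubation – 2 h at 37 °C · Measured by – epi absorbance · Read-out basis – percent inhibition · Benchmarks – high control without enzyme, low control DMSO plus TDP2 · Repeats – singlicate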
MBD2 DNA inh: inhibitors of human MBD2 binding to methylated oligonucleotide. Q9UBB5. TR-FRET. inhibition, % at 4.4 µM. 370,000 tested, 0.31% active. AID 686964; in the data active = inhibition above about 13%
Target sequence (Q9UBB5 whole entry, looked up): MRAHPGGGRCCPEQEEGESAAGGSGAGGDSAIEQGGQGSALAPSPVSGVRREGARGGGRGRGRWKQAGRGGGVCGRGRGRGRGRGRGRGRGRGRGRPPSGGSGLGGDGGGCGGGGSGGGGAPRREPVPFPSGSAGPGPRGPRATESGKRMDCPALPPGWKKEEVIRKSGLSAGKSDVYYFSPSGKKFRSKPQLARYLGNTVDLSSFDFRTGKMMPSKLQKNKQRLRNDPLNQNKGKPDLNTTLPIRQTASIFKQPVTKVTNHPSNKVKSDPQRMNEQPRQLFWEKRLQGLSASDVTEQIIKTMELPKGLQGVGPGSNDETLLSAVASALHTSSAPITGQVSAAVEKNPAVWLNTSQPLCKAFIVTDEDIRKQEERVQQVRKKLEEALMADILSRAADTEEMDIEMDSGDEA
Tn6 DDE FP: disrupts Tn6 cyclic peptide binding to fibrin D-Dimer-E complex; P02675; Fibrin DD(E) TRITC-Tn6 fluorescence polarization displacement; inhibition, % at 8.3 µM; 370,000 tested, 0.21% active;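 active = inhibition above a per-campaign cutoff: mean of compounds within control limits plus 3 SD, cut at about 15% in these data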;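 also: 0% = median of all compound wells on the plate and 100% = blocking peptide control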
TCR CD3 inh: human TCR-CD3 binding inhibition. 360,000 tested, 0.37% active. inhibition, % at 9.4 µM. TAMRA-labeled TCR probe fluorescence, biochemical; in the data active = inhibition above about 19%;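 also: recombinant mutant TCR 2C K166C tagged with TAMRA read by polarization; 0% = receptor in buffer alone and 100% = receptor with positive control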
Active calls of the source: *; nt = no result given. This is a random part of the collection. About 4.6% of those tested had a hit in this group.

Below each compound – KLK7 zymogen act	TCR CD3 inh	Tn7 DDE FP	SIAE primary	PRMT1 FP inh	TDP2 inh	Tn6 DDE FP	MBD2 DNA inh	UHRF1 binding	LEDGF integ inh
> COc1ccc(CN2CCNC(=O)C2CC(=O)NC2CC(C)(C)CC(C)(C)C2)cc1OC (stereo not given)
    -0.3	-7	0	-4	5	-2	9	1	0	0
> CCCCCn1c(=O)[nH]c2cc(C(=O)NCc3ccc4c(c3)OCO4)ccc2c1=O
    -2.1	7	1	-4	1	-7	7	2	30*	-2
> O=C(NC1CCCC1)C1(c2ccccc2)CCN(S(=O)(=O)c2ccccc2)CC1
    0.1	-4	-5	-2	-1	1	-5	1	-1	0
> CC(=O)NC(Cc1cccc(C)c1)C(=O)NC1CCN(S(=O)(=O)c2ccccc2)CC1 (stereo not given)
    -0.5	4	-3	16	-5	11	-10	0	-2	0
> CC(NS(=O)(=O)c1ccc(F)cc1)C(c1cccs1)N1CCOCC1 (stereo not given)
    -0.2	-4	6	2	7	2	2	-1	1	1
> CON(C)C(=O)C[C@@H]1C[C@H](OC(=O)c2ccc([N+](=O)[O-])cc2)CN1C(=O)OC(C)(C)C
    0.0	-1	1	-5	0	-12	6	2	1	1
> CCOC(=O)C1CCN(C(=O)/C=C/c2cc(OC)c(OC)c(OC)c2)CC1
    1.7	-7	-1	2	3	-5	1	-2	2	-3
> CCCN(CC(=O)Nc1ccccc1C)C(=O)c1cc2ccccc2oc1=O
    -0.2	0	-3	-3	-1	5	5	-5	-2	0
> O=Cc1ccc(Oc2ncccn2)cc1
    0.2	4	2	-2	-2	-1	-2	-1	-3	2
> Cc1cc(O)c(C(C)C)cc1C1(c2cc(C(C)C)c(O)cc2C)OC(=O)c2ccccc21
    0.0	-1	-7	-5	-1	-15	2	0	0	4
> c1ccc(N2CCN(C3CCSC3)CC2)cc1 (stereo not given)
    -0.1	2	-1	-5	-1	-1	-7	3	-2	0
> CCN(CCCNC(=O)C1CCC(=O)N1Cc1ccc(C)cc1)c1cccc(C)c1 (stereo not given)
    1.0	6	4	-2	0	-2	12	0	-4	-2
> Cc1sc2ncnc(N3CCCCC3C)c2c1C (stereo not given)
    0.2	1	-4	0	-2	-8	-6	0	1	-2
> Cc1nnc(SC(C)C(=O)Nc2ccc3c(c2)OCCO3)s1 (stereo not given)
    0.0	5	8	2	-5	-4	7	-4	-2	2
> Cc1cccc(/C=C2/C(=O)/C(=C/c3ccccc3C)C3CCC2N3C)c1 (stereo not given)
    0.3	6	4	-1	1	1	11	-7	0	-1

Brought forward from above: 3 entries, followed by the next part.
Below each compound – KLK7 zymogen act	TCR CD3 inh	Tn7 DDE FP	SIAE primary	PRMT1 FP inh	TDP2 inh	Tn6 DDE FP	MBD2 DNA inh	UHRF1 binding	LEDGF integ inh
> Cc1sc2ncnc(N3CCCCC3C)c2c1C (stereo not given)
    0.2	1	-4	0	-2	-8	-6	0	1	-2
> Cc1nnc(SC(C)C(=O)Nc2ccc3c(c2)OCCO3)s1 (stereo not given)
    0.0	5	8	2	-5	-4	7	-4	-2	2
> Cc1cccc(/C=C2/C(=O)/C(=C/c3ccccc3C)C3CCC2N3C)c1 (stereo not given)
    0.3	6	4	-1	1	1	11	-7	0	-1
> COc1ccccc1NS(=O)(=O)c1ccc2[nH]c(=O)[nH]c2c1
    0.1	-10	-4	0	2	7	-8	5	-1	-2
> Cc1ccc(-c2cc(-c3nnc(SCC(=O)N4c5ccccc5Sc5ccccc54)n3N)[nH]n2)cc1
    -0.4	nt	2	-2	5	-6	-12	0	2	-4
> C=C(C)CSc1nnc(-c2cc(OC)c(OC)c(OC)c2)n1N
    -0.8	8	-5	9	1	4	1	0	-1	0
> COc1ccc(N2CCN(C(=O)CCS(=O)(=O)c3ccc(C)cc3)CC2)cc1
    0.1	4	1	-4	-4	-10	-7	-3	-1	-1
> COc1ccc(N2CCN(CCNC(=O)CCN3C(=O)COc4ccccc43)CC2)cc1
    0.5	0	4	-1	0	6	3	-1	-2	-3
> O=C(Nc1ccccc1-c1ccccc1)c1cccs1
    1.1	-7	-4	0	-3	-6	-8	-3	4	9
> CC(=O)N/N=C/c1cc(C)n(-c2ccc(Br)cc2)c1C
    1.0	-4	3	8	0	5	6	0	4	-1
> CCN(c1ccccc1)S(=O)(=O)c1ccc(Cl)c(NC(=O)CSc2n[nH]c(N)n2)c1
    -0.5	1	1	-3	4	-12	-6	0	0	-3
> Cc1ccc(Cl)cc1-c1cc(C(=O)NCc2cccc(Cl)c2)[nH]n1
    -0.1	-3	3	-58	-2	4	-4	-3	-3	3
> C[C@H](CO)N1C[C@H](C)[C@@H](CN(C)C(=O)Nc2ccccc2)Oc2ncc(C#CC3CCCCC3)cc2C1=O
    0.0	-5	-5	1	0	1	-9	5	22*	1
> COc1ccc(C(=O)OCC(=O)c2ccc(F)cc2)cc1OC
    -0.5	3	0	4	1	-3	-6	-3	2	1
> CCOC(=O)C(CC)Sc1nnc2cc(C)c3ccccc3n12 (stereo not given)
    0.0	-1	-12	-4	0	5	-5	2	1	3
> Cc1cc(C)n(CCC(=O)N2c3ccccc3CC2C)n1 (stereo not given)
    0.2	8	1	6	-1	-2	0	2	2	0
> COc1cccc(S(=O)(=O)NCc2ccc(C(=O)Nc3ccc(C)cc3)cc2)c1
    -0.6	0	4	-3	1	3	5	-4	1	3
> COc1cccc(-n2c(CN3CCN(c4cccc(C)c4)C(C)C3)nc3ccc([N+](=O)[O-])cc3c2=O)c1 (stereo not given)
    0.6	-4	3	2	2	0	3	-1	-2	-1
> Cc1cc(C(=O)NC2CC(C)(C)Cc3c2cnn3-c2ccc(F)cc2)nn1C (stereo not given)
    0.5	6	2	-7	-2	-13	1	0	-2	-2
> O=C(NCCc1ccccn1)c1cccc(S(=O)(=O)N2CCc3ccccc32)c1
    0.2	0	-1	2	-3	-6	3	-2	0	2
> COc1cccc(OC)c1OCCCCN1CCCCC1
    0.0	4	-3	3	0	11	4	1	-1	1
> COc1cccc(C2CC(=O)Nc3cc4c(cc32)CCC4)c1 (stereo not given)
    0.3	4	-5	-2	-7	-14	0	-1	4	2
> O=C(CCc1ccccc1)Nc1nnc(-c2cccs2)o1
    -0.9	9	-7	-3	1	-11	2	0	1	4
> COCCCn1c(C(=O)Nc2ccc3c(c2)OCO3)cc2c(=O)n3ccccc3nc21
    0.3	1	0	4	3	6	-7	-2	-1	-2
> O=C(COc1ccccc1F)Nc1ccccc1C(=O)NC1CC1
    0.0	-7	2	0	0	7	-3	-3	2	-1
> O=C(CCS(=O)(=O)c1ccc(Cl)cc1)Nc1ccc(N2CCOCC2)cc1
    0.1	6	-9	5	0	17	-5	1	-2	0
> CN(C)CCCNc1nc2cc(-c3cnn(Cc4ccccc4)c3)sc2c(=O)n1C
    0.2	4	-5	-16	-1	-1	-3	7	5	3
> Cc1[nH]c2ccc(C(=O)NCCCN3CCOCC3)cc2c1C
    0.1	1	-6	-6	-2	-11	0	-1	0	-2
> COC(=O)C(C(=O)OC)C1C=CCN(C(C)=O)C1 (stereo not given)
    -0.2	1	-2	-1	3	1	-2	1	4	6
> Cn1nnnc1NCc1cccc(Cl)c1Cl
    -0.3	4	-2	-1	-3	-5	4	-1	7	-1
> O=C1c2ccccc2C(c2nnnn2Cc2ccccc2)N1CCc1c[nH]c2ccccc12 (stereo not given)
    0.5	6	9	5	1	-2	0	2	1	-3
> COc1ccc2c(c1)c1ncn(Cc3ccc(F)cc3)c(=O)c1n2C
    -1.1	-3	-4	6	-1	-22	-6	1	6	3
> O=C(CCCN1CCC(O)(c2ccc(Br)cc2)CC1)c1ccc(F)cc1
    0.1	6	-8	-3	-8	-10	3	-7	-2	4
> O=C(O)CSc1ccnc2cc(Cl)ccc12
    -0.6	-6	-11	-3	-2	-28	-4	-5	5	0
> CCC1CCC(C(=O)NC(C(=O)NCCc2ccc(S(N)(=O)=O)cc2)C(C)C)CC1 (stereo not given)
    -0.1	1	0	-2	-6	10	-4	3	-3	0
> O=C(CN1CCOC1=O)N1CCCC(N2CCN(c3cccc(C(F)(F)F)c3)CC2)C1 (stereo not given)
    0.1	8	0	7	-1	14	-4	-1	-2	1
> COc1cc(C(=O)Nc2cc(C)ccn2)cc(OC)c1OC
    -0.1	4	-3	-1	-4	-3	0	-1	0	-3
> Cc1ccoc1C(=O)NCCNc1ccc(Cl)cc1[N+](=O)[O-]
    0.3	-2	-1	12	1	-1	-5	-5	-12	2
> COc1ccccc1C(=O)Nc1ccnn1C1CCN(Cc2cn(C)c3ccccc23)CC1
    0.7	3	4	5	0	-13	8	3	1	-3
> CCc1noc(C)c1C(=O)OCC(=O)N(CC)c1c(N)n(Cc2ccccc2)c(=O)[nH]c1=O
    -0.3	4	-1	2	-1	4	9	0	1	-1
> COC(=O)Cc1cnc(NC(=O)C2C3CCC(C3)C2C(=O)O)s1 (stereo not given)
    -0.2	-1	-1	1	0	14	-3	1	0	-4
> CCOC(=O)c1c(C)oc2ccc(OCC(=O)N(CC)CC)cc12
    1.9	4	4	7	-1	2	7	-7	-1	1
> C=CCNC(=O)c1csc(-c2ccccc2)n1
    -0.3	1	-4	0	-2	1	-2	-1	-3	-2
> Cc1ccc(NC(=O)Cc2n[nH]c(=O)c3ccccc23)cc1S(=O)(=O)N1CCCCCC1
    0.9	5	6	-11	1	5	4	-7	3	1
> COc1cc2ccccc2cc1C(=O)Nc1ccc(Cl)cn1
    -0.2	0	-2	-6	-2	-2	-3	3	0	5
> COc1cc(/C=N/Nc2ccccc2)ccc1O
    -1.2	0	1	1	5	5	0	-7	-3	-3
> Cc1cc(Cl)ccc1C(O)c1ncc(-c2ccccc2C(F)(F)F)[nH]1 (stereo not given)
    0.1	3	-1	-7	0	-8	-2	2	7	1
> Cc1nn(C)c(=O)n1N(C)c1ncc(C(F)(F)F)cc1Cl
    -0.2	-1	0	6	-4	-13	-3	-9	-1	1
> CCOC(=O)C1=C(COC(=O)c2cccnc2Cl)NC(=O)NC1C (stereo not given)
    -0.2	4	-2	-1	-2	0	2	19*	-2	6
> COC(=O)c1c(C)[nH]c(C)c1-c1cccc([N+](=O)[O-])c1
    0.7	4	-5	2	-6	0	5	-2	4	4
> CC(=N\Nc1ccccc1)/C(=N/O)C(=O)Nc1ccccc1
    -0.1	6	-6	3	-1	-9	2	0	-2	3
> O=C(NCC1CCCCC1)c1cc2ccccc2cc1O
    -21	0	-1	4	-2	5	3	-4	-1	2
> O=C(O)c1cccc(N/N=C/c2cc(Br)cc(Br)c2O)c1
    1.3	14	1	31*	5	2	-5	-4	2	2
> O=C(O)CSc1nnc(COc2cccc3ccccc23)o1
    -0.3	0	3	-3	3	-10	3	-1	3	-3

From PubChem
